Screening data from PubChem.
eIF4E 4G PPI = eIF4E–eIF4G protein interaction inhibitors, primary screen, biochemical, uHTS, TR-FRET, eIF4GI fragment | Eukaryotic translation initiation factor 4E (Mus musculus) + Eukaryotic translation … | TR-FRET eIF4E-eIF4GI(517-606) binding, 2 h | inhibition, % at 21.7 µM | 220,000 compounds, 0.37% hits | AID 782, 2007;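 active = inhibition above about 30%, limit read from the data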;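 note: 0% = full FRET control wells and 100% = background wells lacking eIF4GI fragment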
Rad51 HR inh = human RAD51 strand exchange inhibitors, primary screen, biochemical, fluorescence; 200,000 compounds, 0.085% hits; inhibition, % at 10 µM; AID 1385, 2008; hRad51 DNA strand exchange, fluorescence dequenching;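 active = inhibition above 40% at the single screening dose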;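 note: 0% = DMSO control wells and 100% = blanks with heterologous ssDNA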
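Material: human Rad51–ssDNA filaments; Probe or stimulus: labelled 47-mer dsDNA for strand exchange; Doses: single 10 µM dose; Incubation: 37 °C 15-min filament assembly, 30-min compound preincubation, 15-min exchange; Technique: FRET fluorescence dequenching, excitation 485 nm, emission 520 nm; Measure: Fluorescence-based percent inhibition, control- and blank-normalised; Benchmarks: plate control and blank wells.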
Wee1 stabilizer = Wee1 degradation inhibitors, primary screen, cell-based, HeLa, Wee1K328M-luciferase, luminescence. Wee1-like protein kinase (Homo sapiens), P30291. HeLa Luc-Wee1K328M stability; 100% = proteasome inhibitor MG132 effect. reporter increase, % at 5 µM. 220,000 compounds, 1.2% hits;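 active = activation above the mean of all tested compounds plus 3 SD, set per screening run, cut at about 8.8% in these data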;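 note: cells exposed to compound for 20 h before luminescence read; 0% = DMSO alone and 100% = MG132 at 30 µM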
Target sequence (P30291 whole entry K328M): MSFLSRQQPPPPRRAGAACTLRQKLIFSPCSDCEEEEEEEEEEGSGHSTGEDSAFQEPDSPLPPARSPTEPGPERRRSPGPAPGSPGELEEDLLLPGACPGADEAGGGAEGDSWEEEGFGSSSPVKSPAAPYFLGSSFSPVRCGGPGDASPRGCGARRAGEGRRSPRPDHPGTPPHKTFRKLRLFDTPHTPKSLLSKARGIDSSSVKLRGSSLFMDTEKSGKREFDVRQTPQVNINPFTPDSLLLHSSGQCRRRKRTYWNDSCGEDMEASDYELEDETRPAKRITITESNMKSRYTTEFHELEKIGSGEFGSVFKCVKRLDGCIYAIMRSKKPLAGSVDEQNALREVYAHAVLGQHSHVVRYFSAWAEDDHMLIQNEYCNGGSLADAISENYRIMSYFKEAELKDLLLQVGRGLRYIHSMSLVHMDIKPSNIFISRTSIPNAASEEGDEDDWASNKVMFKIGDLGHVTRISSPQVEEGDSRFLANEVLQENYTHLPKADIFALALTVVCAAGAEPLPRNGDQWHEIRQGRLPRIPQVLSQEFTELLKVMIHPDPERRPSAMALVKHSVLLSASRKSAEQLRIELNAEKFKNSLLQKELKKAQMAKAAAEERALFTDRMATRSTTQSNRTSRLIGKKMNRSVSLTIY
MDM2 E3 inh = MDM2-luciferase reporter signal enhancers, primary screen, MDM2 E3 ligase inhibitor project, cell-based, luminescence, 1536-well | E3 ubiquitin-protein ligase Mdm2 (Homo sapiens), Q00987 | cell-based MDM2 ubiquitination luciferase reporter, 2 h; 0 = plate control, 100 = twice control, blank-subtracted | signal enhancement, % at 5 µM | 210,000 compounds, 0.11% hits | AID 1230, 2008;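 active = signal enhancement of 30% or more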;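 note: luminescence tracks abundance of the self-degrading MDM2-luciferase fusion protein; higher signal means inhibition of MDM2 E3 ligase activity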
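Assay system: mammalian cells stably expressing self-ubiquitinating, self-degrading MDM2 E3–luciferase fusion. Quantity: 2000 cells in each well. Medium: DMEM culture medium. Compound dosing: single-point 5 µM. Timing: cell settling 4 h, compound treatment 2 h, both 37 °C. Technique: luciferase luminescence. Read-out basis: percent signal gain over controls, blank-subtracted. Benchmarks: plate controls and plate blanks.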
KLK5 inh = human KLK5 protease inhibitors, primary screen, biochemical, 1536-well; Kallikrein-5 (Homo sapiens), Q9Y337; recombinant hK5, fluorogenic AMC substrate cleavage; inhibition, % at 5 µM; 210,000 compounds, 0.59% hits; AID 873, 2007;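 active = inhibition of 40% or more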;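 note: 0% = enzyme controls without compound and 100% = no-enzyme blanks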
FXIa inh 1536 = human FXIa protease inhibitors, primary screen, biochemical, 1536-well; AID 798, 2007; purified FXIa, Boc-Glu-Ala-Arg-AMC fluorogenic substrate; inhibition, % at 5 µM; Coagulation factor XI (Homo sapiens), P03951; 220,000 compounds, 0.14% hits;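 active = inhibition of at least 40%; inactive = inhibition below 40%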;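 note: fluorescence of freed AMC excited at 355 nm; 0% = enzyme without compound and 100% = no enzyme blank; many of its hits are not listed in these tables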
FXIIa inh 1536 = human FXIIa protease inhibitors, primary screen, biochemical, 1536-well | purified FXIIa, Boc-QGR-AMC fluorogenic substrate, 2 h | inhibition, % at 5 µM | 220,000 compounds, 0.3% hits; in the data active = inhibition above about 40%;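 note: 0% = enzyme with no compound and 100% = blank without enzyme; many of its hits are not listed in these tables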
14-3-3 Bad inh = inhibitors of 14-3-3 zeta/Bad binding, primary screen, biochemical, TR-FRET, bovine 14-3-3 zeta; 14-3-3 protein zeta/delta (Bos taurus), P63103; TR-FRET 14-3-3zeta/Dy647-pBad peptide displacement, 1 h; inhibition, % at 21.7 µM; 220,000 compounds, 0.71% hits;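 active = inhibition above about 70%, limit read from the data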;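 note: 0% = full 14-3-3 plus peptide FRET controls and 100% = background without 14-3-3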
Target sequence (P63103 whole entry, looked up): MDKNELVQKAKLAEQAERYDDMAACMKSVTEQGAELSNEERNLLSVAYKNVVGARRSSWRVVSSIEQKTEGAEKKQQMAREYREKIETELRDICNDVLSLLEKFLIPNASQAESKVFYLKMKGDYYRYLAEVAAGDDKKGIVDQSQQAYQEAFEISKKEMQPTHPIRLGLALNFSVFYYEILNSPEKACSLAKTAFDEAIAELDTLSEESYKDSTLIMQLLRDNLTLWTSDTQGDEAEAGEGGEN
p97 inhibitor = inhibitors of human p97 ATPase, primary screen, biochemical; recombinant p97 ATPase, Kinase-Glo ATP luminescence, 3 h; inhibition, % at 8 µM; 220,000 compounds, 0.42% hits; in the data active = inhibition above about 15%;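 note: 0% = DMSO vehicle and 100% = wells lacking enzyme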
Starred values were filed as active, the others as inactive; . = not tested or not shown; [ ] = another dose, or the depositor's remark.

Every second line gives: Wee1 stabilizer	KLK5 inh	FXIIa inh 1536	MDM2 E3 inh	p97 inhibitor	eIF4E 4G PPI	FXIa inh 1536	14-3-3 Bad inh	Rad51 HR inh
- N#Cc1c(N)n(C2CCCCC2)c2nc3ccccc3nc12
    2.8	-154.9	-24.7	-3.5	-2.0	.	-10.0	.	-7.2
- Cc1ccnc(N2CCN(C(=O)CSc3nc4ccccc4nc3N3CCCCC3)CC2)c1
    3.4	-3.5	-1.5	-2.0	-5.2	-5.9	1.0	-5.7[fluorescence artefact?]	.
- CCCCn1nnc(NC(=O)CCC)n1
    -0.7	-8.9	17.5	-4.1	-7.7	0.1[fluorescence artefact?]	1.2	-3.0[fluorescence artefact?]	5.9
- O=C(COc1ccc(S(=O)(=O)N2CCCC2)cc1Cl)NCc1ccco1
    -1.5	-1.3	11.6	4.5	-2.2	-1.3	-2.4	-4.7	-0.8
- O=C(NCCN1CCOCC1)Nc1ccc(Cl)cc1
    1.0	-7.0	-2.8	14.1	1.6	3.6	3.1	1.8[fluorescence artefact?]	-2.8
- O=C1NC(=S)N/C1=C/C=C/c1ccccc1
    6.3	-6.5	2.5	2.4	6.3	1.5	-7.8	-4.5	0.2
- COc1ccc(CCNC(=O)/C(C#N)=C2\N=C(NC(=O)c3ccco3)c3ccccc32)cc1
    -3.0	-3.7	10.8	-10.3	4.9	2.9	1.3	4.9	5.4
- O=c1c2c(nc3nc(NCc4cccc5ccccc45)[nH]n13)CCC2
    3.0	-3.7	2.5	-6.6	10.0	-0.1	0.4	-1.3	1.5
- O=C(CSc1nc2ccccc2c(=O)n1-c1ccc(F)cc1)Nc1cc(S(=O)(=O)N2CCOCC2)ccc1Cl
    -0.3	-9.7	15.3	5.4	8.2	17.1	5.5	-22.6	6.5
- Cc1ccc2[nH]c(=O)c(CN(CCCO)S(=O)(=O)c3cccc4nsnc34)cc2c1
    -3.8	-2.3	9.2	-0.5	3.6	-1.3	-6.3	-0.1	-2.5
- CC(C)Nc1nc(N)c(C(=O)C23CC4CC(CC(C4)C2)C3)s1
    0.2	2.7	8.2	-9.7	-2.2	-3.4	1.9	3.6	2.3
- CCOC(=O)C1CCC(CNCc2ccc(Cl)cc2)CC1 (configuration not stated)
    -0.6	-12.3	3.4	-8.9	2.2	2.0	-1.5	-11.6[fluorescence artefact?]	2.0
- Cn1c(CO)cnc1SCc1ccc(Cl)cc1
    0.8	0.7	10.2	-8.9	-2.0	3.1	0.0	-10.9	-3.5
- CCn1c(-c2cccc(Br)c2)n[nH]c1=S
    -1.6	-26.9	8.2	-13.7	-1.8	-0.6[fluorescence artefact?]	4.6	-9.9	-5.9
- CCOC(=O)N1CCC(NS(=O)(=O)c2cc3c(cc2C)NC(=O)CO3)CC1
    -3.1	-7.6	3.7	-26.4	0.3	4.2	-7.8	6.8	-3.9
- COc1ccc(Cl)cc1NC(=O)COC(C)=O
    -0.8	-5.0	1.6	-7.9	5.1	1.1	-3.9	-12.2	19.1
- N#Cc1c(N2CCCCC2)nc(N)c2c(N)nc3c(c12)CC(c1ccccc1)O3 (configuration not stated)
    -0.7	-21.9	-3.5	-1.6	5.7	2.8	-13.8	-12.2	1.3
- CSc1nc(N)cc(=O)[nH]1
    0.4	1.2	13.2	-11.5	2.4	-2.9	5.4	-6.8	25.9
- O=C(NCCc1c[nH]c2ccccc12)/C(=C\c1ccco1)NC(=O)c1ccco1
    -3.3	-21.0	4.9	-11.1	-2.2	1.0[fluorescence artefact?]	-5.4	-8.7	-1.2
- Cc1ccc(C(=O)Nc2cc(-c3ccn[nH]3)c(C)n(N)c2=O)cc1
    -3.3	-1.1	4.1	1.1	6.8	2.0	-3.2	-20.4	1.0

Quoted at random: three entries already listed, in no set order.
Every second line gives: Wee1 stabilizer	KLK5 inh	FXIIa inh 1536	MDM2 E3 inh	p97 inhibitor	eIF4E 4G PPI	FXIa inh 1536	14-3-3 Bad inh	Rad51 HR inh
- CC(C)Nc1nc(N)c(C(=O)C23CC4CC(CC(C4)C2)C3)s1
    0.2	2.7	8.2	-9.7	-2.2	-3.4	1.9	3.6	2.3
- O=C(COc1ccc(S(=O)(=O)N2CCCC2)cc1Cl)NCc1ccco1
    -1.5	-1.3	11.6	4.5	-2.2	-1.3	-2.4	-4.7	-0.8
- N#Cc1c(N2CCCCC2)nc(N)c2c(N)nc3c(c12)CC(c1ccccc1)O3 (configuration not stated)
    -0.7	-21.9	-3.5	-1.6	5.7	2.8	-13.8	-12.2	1.3

More structures.
Every second line gives: Wee1 stabilizer	KLK5 inh	FXIIa inh 1536	MDM2 E3 inh	p97 inhibitor	eIF4E 4G PPI	FXIa inh 1536	14-3-3 Bad inh	Rad51 HR inh
- O=C(Cc1csc(Nc2nc(=S)[nH]c3ccccc23)n1)N1CCN(c2cccc(C(F)(F)F)c2)CC1
    -0.2	-62.3	15.3	-13.5	-2.7	-3.0	4.9	0.8	-8.5
- COc1ccccc1N1CCN(C(=O)c2ccc(N3CCCC3=O)cc2)CC1
    0.3	13.1	0.2	-10.3	4.5	0.5	-1.1	1.2	-2.2
- CCC(C)NC(=S)Nc1ccccc1OC (configuration not stated)
    2.5	-8.3	4.1	-7.6	5.6	0.6	7.9	-12.8[fluorescence artefact?]	-3.6
- CCOC(=O)c1c(C)nc(C)c(C(=O)OCC)c1-c1cccnc1
    0.1	3.3	10.5	-64.5	2.1	-6.1	2.4	-0.2	20.9
- COc1ccc(F)cc1S(=O)(=O)NC1CCCCCC1
    0.4	-18.5	-10.8	-12.1	5.3	-10.2[fluorescence artefact?]	4.0	-10.2[fluorescence artefact?]	.
- CCOc1ccccc1NC(=O)c1ccc(OCC)c([N+](=O)[O-])c1
    -1.8	-13.1	5.2	5.8	2.8	24.6[fluorescence artefact?]	3.1	10.1	6.8
- N#CC1=C(N)Oc2c(ccc3ccccc23)C1c1ccsc1 (configuration not stated)
    1.6	-12.7	14.4	-10.4	9.2	-1.9[fluorescence artefact?]	6.1	65.6[fluorescence artefact?]	.
- COc1cc(C)cc(C(=O)O)c1C1=C(O)c2cccc(O)c2C(=O)C1=O
    .	2.5	10.8	-19.3	.	-6.3	3.0	16.1	2.2
- COc1ccc(NC(=O)CN(Cc2ccccc2)S(C)(=O)=O)cc1
    -0.8	0.5	9.7	-19.3	0.4	7.5	2.5	-8.5	-1.4
- O=C(CCCC(=O)OCC(F)(F)C(F)F)Nc1ccc(NC(=O)CCCC(=O)OCC(F)(F)C(F)F)cc1
    -2.8	-2.6	11.7	-0.3	-0.7	-9.7	-4.0	-2.7	-0.8
- Cc1ccccc1NCc1nnc2n1CCCCC2
    -0.2	1.8	.	-28.7	3.2	1.2	-0.5	-4.5	5.7
- COc1cccc(/C=C/C(=O)OCC(=O)Nc2cccc(S(=O)(=O)N(C)C)c2)c1
    0.6	-13.1	2.7	-13.3	0.9	-1.0	-2.7	94.6*	-5.7
- COc1cc(CNCCc2ccc(S(N)(=O)=O)cc2)ccc1OCC(=O)N1CCCCC1
    0.6	-3.2	9.5	-4.8	8.7	2.3[fluorescence artefact?]	2.2	-5.6[fluorescence artefact?]	-10.6
- Nc1nnnn1/N=C/c1cccs1
    8.1	11.3	-7.6	-13.1	-4.2	0.9	1.6	4.2	-3.4
- N#C/C(=C\c1ccc(C(=O)O)cc1)c1ccccn1
    -0.2	-15.3	0.2	1.1	3.1	0.2	-4.3	1.8	-19.9
- CC(=O)N1N=C(c2ccccc2)CC1c1cn(C)c2ccccc12 (configuration not stated)
    -2.7	-0.6	7.2	-13.7	-2.1	-4.0[fluorescence artefact?]	-1.6	-6.1	3.2
- CN(C(=O)COC(=O)c1cc(Br)c(Br)s1)C1CCS(=O)(=O)C1 (configuration not stated)
    1.2	-18.4	11.0	6.7	2.8	-2.9	-1.4	-17.9	2.0
- C=CCOc1ccc2oc(=O)cc(C)c2c1
    1.6	-16.8	5.0	-2.2	-2.6	3.8	1.5	-5.6	.
- CC1(C)C2CCC1(C)C(OCC[N+](C)(C)CC(=O)OC1CCCCC1)C2 (configuration not stated)
    0.9	-5.0	-4.2	-7.7	0.0	1.6	-9.7	34.1	4.1
- CCOCc1c(C(=O)NC2CCCCCC2)oc2ccccc12
    -2.4	-2.4	3.9	3.5	7.5	2.5	-3.7	-1.3	0.0
- CN(Cc1ccccn1)Cc1nc(Cc2ccccc2Cl)no1
    -4.4	-3.5	3.2	0.6	0.2	-3.0	-4.5	-9.0	-1.5
- COc1ccc(C(=O)Cc2cc(OC)c(OC)cc2[N+](=O)[O-])c(OC)c1
    1.2	-37.6	0.6	18.9	1.8	-5.0	-11.3	2.5	-8.6
- O=C(Cn1cnc2c(nnn2-c2ccccc2)c1=O)NCc1ccco1
    -0.4	-8.7	12.4	-4.8	6.1	-2.2[fluorescence artefact?]	1.6	1.4[fluorescence artefact?]	10.2
- CC(C)NS(=O)(=O)c1ccc(OCC(=O)Nc2cccc3ccccc23)cc1
    -0.4	1.7	13.4	-18.3	-2.4	1.8	2.9	8.7	-17.8
- CCCCCc1nc2c(c3c1CCCC3)CCCC2
    -4.3	3.4	6.4	-17.1	-1.2	-2.8	1.2	3.8	-9.4
- COCCn1c(CN(Cc2ccccc2)Cc2ccccc2)nc2c1c(=O)n(C)c(=O)n2C
    -1.1	-1.6	10.6	-1.4	5.2	1.1	2.6	-1.2	-0.2
- Cc1ccccc1NC(=O)/C(C#N)=C\c1ccsc1
    -2.2	-12.6	9.1	-0.6	5.4	8.8	3.5	-23.7[fluorescence artefact?]	9.1
- O=P(CO)(Cc1ccccc1)Cc1ccccc1
    0.2	-12.9	8.5	-7.4	5.7	0.9[fluorescence artefact?]	2.9	-6.2	-0.5
- CCN(CCO)C(=O)CC(c1ccccc1)c1cc(Br)ccc1O (configuration not stated)
    0.5	8.7	19.7	-6.2	0.3	2.4	14.5	-1.4	12.5
- CC(C)(C)c1nc2cc(Cl)c([N+](=O)[O-])cc2o1
    -0.2	3.4	11.6	-4.4	4.0	3.6	0.7	-10.6	7.0
- COc1ccc(C2=NOC(C(=O)NCc3ccco3)C2)cc1 (configuration not stated)
    4.9	1.4	-2.6	-1.9	1.2	-29.5	3.3	-11.6	4.4
- Cc1ncc([N+](=O)[O-])n1Cc1ccccc1F
    -0.9	-0.1	6.1	-1.9	7.0	6.8	-2.4	-7.0	-4.6
- CCOCCCNCc1cc(Br)ccc1OCC
    -2.4	.	3.9	.	-0.6	-0.2	-5.2	5.2	.
- O=C(Nc1ccccc1)C1(c2ccccc2)CC1(Cl)Cl (configuration not stated)
    -2.3	-7.9	7.4	2.1	3.4	-1.9	-0.7	2.1	-10.3
